# Screening data: PubChem, several laboratories
# HTR2A ag = activates the mouse 5-HT2A serotonin receptor; P35363; CHO-K1 mHTR2A beta-arrestin complementation, luminescence; percent of 30 µM serotonin response; activation, % at 7.6 µM; hit rate 0.66% among 360,000;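 active means activation above a run cutoff, the mean activation of all tested compounds plus 3 SD, cut at about 14% in these data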;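 further: 0% = plate median of compound wells and 100% = 30 µM serotonin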
# Granule exo inh = lytic granule exocytosis inhibition | inhibition, % at 10 µM | TALL-104 LAMP-1 surface exposure, flow cytometry; cells stimulated with thapsigargin and PMA | hit rate 0.66% among 360,000 | AID 651702;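 active means inhibition above about 55%, limit read from the data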
# H9c2 protect = protects H9c2 cardiomyocytes from peroxide injury. H2O2 injury protection, ATPLite, 2 h. protection from H2O2 cell death, % at 20 µM. hit rate 0.63% among 360,000;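 active means compounds giving at least 50% protection of heart cells from peroxide-induced death in the single-dose screen, raw or plate-pattern-corrected value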;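 further: 0% = DMSO wells with peroxide and 100% = DMSO wells without peroxide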
# ABCB6 inh MLPCN = human ABCB6 transporter inhibition; K562-ABCB6 porphyrin accumulation, flow cytometry, 1 h; active compounds read low; fluorescence ratio to DMSO, % at 10 µM; hit rate 0.19% among 360,000;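 active means fluorescence ratio to DMSO below 75%, the collection mean minus 3 SD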;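 further: signal is porphyrin accumulated inside mitochondria; 100% equals median channel fluorescence of DMSO control wells; lower ratio means ABCB6 inhibition with less porphyrin fluorescence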
# Target sequence (Q9NP58 whole entry, looked up): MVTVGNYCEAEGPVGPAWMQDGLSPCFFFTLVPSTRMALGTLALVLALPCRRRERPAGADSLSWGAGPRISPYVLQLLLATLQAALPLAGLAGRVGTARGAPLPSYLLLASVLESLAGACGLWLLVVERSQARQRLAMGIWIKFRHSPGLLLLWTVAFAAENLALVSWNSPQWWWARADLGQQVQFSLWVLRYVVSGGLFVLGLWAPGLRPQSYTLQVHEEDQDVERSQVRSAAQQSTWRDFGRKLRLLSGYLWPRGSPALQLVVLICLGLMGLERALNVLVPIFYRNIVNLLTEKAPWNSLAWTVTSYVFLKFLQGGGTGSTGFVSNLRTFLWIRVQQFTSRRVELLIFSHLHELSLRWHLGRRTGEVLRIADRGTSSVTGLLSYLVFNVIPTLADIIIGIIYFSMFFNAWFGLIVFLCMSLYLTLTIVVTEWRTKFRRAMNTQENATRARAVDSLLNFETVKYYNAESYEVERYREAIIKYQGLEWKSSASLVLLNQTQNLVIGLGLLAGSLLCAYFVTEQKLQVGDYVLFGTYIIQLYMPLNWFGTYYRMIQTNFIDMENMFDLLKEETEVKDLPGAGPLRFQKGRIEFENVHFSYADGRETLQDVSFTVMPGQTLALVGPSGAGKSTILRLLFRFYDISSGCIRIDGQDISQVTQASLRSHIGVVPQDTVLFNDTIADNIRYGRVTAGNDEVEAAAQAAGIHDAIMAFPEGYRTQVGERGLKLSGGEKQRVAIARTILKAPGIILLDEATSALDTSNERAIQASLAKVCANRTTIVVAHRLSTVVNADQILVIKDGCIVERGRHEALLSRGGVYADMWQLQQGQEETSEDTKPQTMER
# hiPSC survival = increases survival of single human iPS cells; survival enhancement, % at 20 µM; AID 602274; hiPSC single-cell survival, ATPlite luminescence; 100% = ROCK inhibitor wells, 0% = DMSO; hit rate 0.044% among 360,000; in the data active means survival enhancement above about 18%;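 further: cells exposed to compounds for 16 hours before the ATP read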
# MC4R antagonist = human MC4R antagonism in cAMP assay; P32245; MC4R-expressing cells, MTII-stimulated cAMP, LANCE TR-FRET; inhibition, % at 6.5 µM; hit rate 0.48% among 360,000;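 active means inhibition above its plate's cutoff, the mean of tested wells on that plate plus 3 SD, cut at about 29% in these data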;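 further: 0% = Melanotan II alone and 100% = Melanotan II plus saturating MCL0020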
#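 Material: U2OS-MC4R stable cell line | Reagent: Melanotan II challenge after compound preincubation | Doses: One concentration, 6.5 µM nominal | Incubation: 30-min compound preincubation, 1-h Melanotan II challenge, 1-h detection, room temperature | Signal: TR-FRET cAMP assay | Replicates: One well per compound, no replicates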
# MC4R ag barr = activates human MC4R beta-arrestin recruitment; U2OS MC4R beta-arrestin complementation, luminescence; percent of melanotan II response, DMSO zero; activation, % at 8.9 µM; hit rate 0.98% among 360,000;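 active means activation above a per-plate cutoff, the mean activation of sample wells on that plate plus 3 SD, cut at about 8% in these data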
# Glyco luc inh = blocks N-linked glycosylation in D54 reporter cells | D54 ERlucT glycosylation luciferase reporter, 24 h; percent of 100 nM tunicamycin response | reporter increase, % at 12.5 µM | hit rate 0.23% among 360,000;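 active means mean luciferase reporter signal, scaled so untreated is 0 and the glycosylation-blocking control 100, at or above a set limit in every replicate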;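 further: luciferase carries N-glycosylation sites so blocking glycosylation raises the light; 0% = median of neutral control wells and 100% = median of 100 nM tunicamycin wells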
# ABHD5-PLIN5 inh = blocks binding of human ABHD5 to perilipin-5; Split G. princeps luciferase complementation, luminescence, 4 h; Q00G26+Q8WTS1; AID 602281; hit rate 0.78% among 360,000; inhibition, % at 4 µM;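 active means inhibition above the mean inhibition across every tested compound plus 3 SD, cut at about 22% in these data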;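 further: 0% = DMSO only wells and the 100% control is not disclosed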
# aDG glyco act = increases alpha dystroglycan glycosylation; Pro5-aDG cells, alpha-DG glycosylation AlphaScreen (IIH6); 0% Pro5, 100% B10-LARGE cell signal; activation, % at 10 µM; hit rate 0.22% among 360,000; AID 624168;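 active means activation of at least 8% versus controls, or a plate z-score of at least 8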;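 further: Pro5 are CHO cells carrying HIG-tagged alpha-DG that lacks glycosylation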
# * = called active by the depositor; . = no result given.
SMILES,HTR2A ag,Granule exo inh,H9c2 protect,ABCB6 inh MLPCN,hiPSC survival,MC4R antagonist,MC4R ag barr,Glyco luc inh,ABHD5-PLIN5 inh,aDG glyco act
Cc1ccc(OCC(=O)OCC(=O)Nc2sccc2C(N)=O)cc1C,-1,0,-14,78,-1.0,4,-0.8,0,-3,0.1
O=C(NCCNCc1ccccc1)c1ccco1,1,3,2,104,0.8,11,-1.4,-1,6,-0.1
CC(=O)c1sc(N/N=C\c2c(O)ccc3ccccc23)nc1C,-10,6,27,102,-0.7,4,-2.0,-11,-12,-0.2
CCCn1c(SCC(=O)c2c(N)n(C3CC3)c(=O)[nH]c2=O)nc2cc(S(N)(=O)=O)ccc21,1,-3,-1,99,-0.4,-5,1.9,2,6,0.1
COc1ccc(Cc2noc(CN3CCN(c4ccc(Cl)cn4)CC3)n2)cc1OC,-4,16,-7,91,-0.6,14,-1.4,-2,8,1.0
CCC(=O)N1C(C(=O)O)CSC1c1ccc(OC)cc1 (stereo not drawn),-1,2,-2,104,0.1,1,0.4,0,5,0.2
COCc1nnc(SCC(=O)NC(C)c2ccccc2)n1-c1ccccc1 (stereo not drawn),0,5,2,100,0.3,0,-1.1,-1,-3,0.1
O=C(NNS(=O)(=O)c1ccc(Br)cc1)c1ccncc1,0,1,2,97,0.0,7,-0.5,-3,-3,0.2
COc1cc(-c2[nH]ncc2CN(C)Cc2cc(C)[nH]n2)cc(OC)c1OC,-3,4,-3,96,-0.6,-1,-2.5,3,1,-0.3
COC(=O)c1ccc(CSc2nnc(N)s2)o1,5,2,-11,91,-0.4,0,2.1,2,-5,-0.1
O=C(COc1ccc(S(=O)(=O)N2CCCC2)cc1)NCc1cccnc1,1,6,2,99,-0.7,12,-3.2,0,-5,-0.1
Cc1cc(S(=O)(=O)N(C)CCc2ccccc2)ccc1-n1cnnn1,-3,-3,-22,99,3.1,-5,1.2,-1,-1,0.1
O=C(CN1C(=O)NC2(CCCC2)C1=O)N1CCN(c2ccccc2O)CC1,0,0,1,103,-0.4,-1,-0.7,1,-1,-0.2
O=S(Cc1ccccc1)c1ccccc1 (stereo not drawn),4,6,0,99,3.8,7,-1.2,3,-2,-0.1
CCCC(C)(C)C(=O)N1CCC1(C)C(=O)NS(=O)(=O)c1ccc(Cl)cc1 (stereo not drawn),0,-1,1,98,-1.0,1,-1.7,2,0,1.1
O=C(Oc1ccc(Oc2ccccc2)cc1)N1CCC(O)CC1,3,-11,-2,97,0.0,-2,-0.6,0,6,0.0
C=CCN1CCN(C(c2ccccc2)c2nnnn2CCC(C)C)CC1 (stereo not drawn),-8,-2,5,89,-1.0,5,-0.3,-4,1,-0.1
COC(=O)C1C(O)=C(C=NCC(C)N=CC2=C(O)C(C(=O)OC)C(C)(C)CC2=O)C(=O)CC1(C)C (stereo not drawn),-6,7,0,99,-0.7,-2,-0.7,3,-6,0.1
O=C(NCCS(=O)(=O)N1CCN(c2ccccc2)CC1)C1CC(=O)N(c2ccc(F)cc2)C1 (stereo not drawn),11,1,-3,101,-0.6,12,-1.1,-2,5,0.0
O=C(CCc1nc2ccccc2[nH]1)N1CCc2ccccc2C1,-5,-3,1,97,0.4,-2,0.3,1,6,0.0
Cc1ccc(OCC(=O)Nc2ccc(S(=O)(=O)Nc3ccccn3)cc2)cc1,-2,-2,-4,87,-0.9,7,-1.9,-1,-7,-0.1
Cc1ccc([C@H]2C[C@H](n3cc(C4CC4)nn3)[C@@H](O)CN2CC2CCCCC2)cc1,-1,6,-8,95,3.9,7,1.0,-5,-4,0.2
Cn1c(N2CCN(C(=O)Nc3ccc(F)cc3)CC2)nc2ccccc21,0,6,-1,91,6.3,6,-0.8,0,3,0.1
c1ccc(-c2ccc3[nH]ccc3c2)cc1,-4,-5,-10,95,0.6,5,1.4,-3,1,-0.3
NCCCn1c(C(=O)c2ccc(Cl)cc2)c2ccc(C(F)(F)F)cc2[n+]1[O-],-1,6,-3,103,-4.9,-3,0.0,-3,0,0.3
CCC(=O)N(Cc1cc(=O)[nH]c2ccccc12)c1ccc(OC)cc1,6,-9,3,99,0.1,7,-0.2,-1,-4,0.0
CCCNS(=O)(=O)c1ccc(OCC(=O)NCC2CCCO2)cc1 (stereo not drawn),7,1,1,101,0.7,1,-1.7,1,8,0.1
COc1ccc(NC(=O)Nc2nc3ccccc3s2)cc1,1,-2,-8,98,-0.4,-1,0.4,-8,-6,0.0
Cc1ccc(NS(=O)(=O)c2c(C)[nH]c(C)c2C(=O)N2CCCCC2)cc1C,5,12,-1,98,-0.6,3,-0.4,1,6,0.1
Cc1nc2ccc(NC(=O)N3CCCCC3)cc2s1,3,-3,-4,103,0.6,9,0.4,1,9,-0.1
Cc1cccc(OCCC(=O)Nc2ccc(N3CCOCC3)cc2N2CCOCC2)c1,2,12,8,93,-2.5,3,-0.2,1,-9,-0.3
O=S1(=O)CC(N2CCN(CCO)CC2)CN1Cc1cn(Cc2ccc(C(F)(F)F)cc2)nn1 (stereo not drawn),0,8,.,94,-0.1,.,.,.,-2,0.1
O=C(CCC1CCCN(Cc2ccncc2)C1)NCc1ccc(F)c(F)c1 (stereo not drawn),-5,0,-11,92,-0.9,-2,0.9,0,-3,0.0
CC1CCN(S(=O)(=O)c2ccc3c(c2)N(CC(=O)N(C)Cc2ccco2)C(=O)CO3)CC1,0,-2,3,103,-0.5,4,-0.9,-1,-1,-0.4
O=c1c2ccccc2nc(SCc2nnc(-c3ccccc3)o2)n1-c1ccccc1,-12,8,-2,93,-0.8,-8,-2.4,4,-4,0.4
Cc1cc(C)c(C(=O)CN2C(=O)C(=O)N(C3CCCC3)C2=O)cc1C,1,3,2,101,0.2,-3,-0.2,2,-6,0.1
CCN1C(=O)C(CC(=O)Nc2ccc(F)cc2)N(Cc2ccco2)C1=S (stereo not drawn),1,3,-2,96,-0.6,7,0.9,-3,9,0.1
CSCCC(=O)NC1CCCN(CCc2ccccc2)C1 (stereo not drawn),4,-5,4,98,0.1,10,-0.3,0,5,0.1
S=c1[nH]nc(-c2cccc3ccccc23)n1-c1cccnc1,5,0,8,92,2.1,8,-4.6,0,6,-0.1
O=C(C1CCCCC1)N1CCc2[nH]c3ccc(F)cc3c2C1,1,-1,5,100,-0.3,12,-0.2,2,8,0.2
Cc1ccc(C(C)C)c(OCC(=O)NNC(=O)Nc2ccccc2)c1,-2,-2,-4,96,0.6,3,3.3,0,-10,0.1
COC(=O)CCC(=O)COc1ccccc1C#N,9,-1,4,98,-0.9,10,2.9,2,-7,0.2
CN(C)/C=C(\C#N)C(=O)Nc1ccccc1,1,2,-3,101,-1.4,7,-1.8,-1,4,0.2
COC(=O)CCN(C(=O)c1ccc2c(c1)OCO2)c1ccccn1,-4,-3,20,97,9.6,-1,-0.3,-1,8,-0.2
COc1c(C)cc(Br)cc1C(=O)Nc1cccc(-c2nc3ncccc3o2)c1,12,-7,115*,95,1.9,8,2.3,2,5,1.0

# Structures above that contain a furan ring, fused or not (four):
SMILES,HTR2A ag,Granule exo inh,H9c2 protect,ABCB6 inh MLPCN,hiPSC survival,MC4R antagonist,MC4R ag barr,Glyco luc inh,ABHD5-PLIN5 inh,aDG glyco act
O=C(NCCNCc1ccccc1)c1ccco1,1,3,2,104,0.8,11,-1.4,-1,6,-0.1
COC(=O)c1ccc(CSc2nnc(N)s2)o1,5,2,-11,91,-0.4,0,2.1,2,-5,-0.1
CC1CCN(S(=O)(=O)c2ccc3c(c2)N(CC(=O)N(C)Cc2ccco2)C(=O)CO3)CC1,0,-2,3,103,-0.5,4,-0.9,-1,-1,-0.4
CCN1C(=O)C(CC(=O)Nc2ccc(F)cc2)N(Cc2ccco2)C1=S (stereo not drawn),1,3,-2,96,-0.6,7,0.9,-3,9,0.1

# (continued)
SMILES,HTR2A ag,Granule exo inh,H9c2 protect,ABCB6 inh MLPCN,hiPSC survival,MC4R antagonist,MC4R ag barr,Glyco luc inh,ABHD5-PLIN5 inh,aDG glyco act
Cc1cccc(NC(=S)N(CCN(C)C)C(C)c2cccnc2)c1 (stereo not drawn),1,-5,2,92,-0.4,2,-1.3,1,4,0.7
CCOc1ccc(NC(=S)Nc2cccc3cnccc23)cc1,0,-10,-8,100,4.7,20,-1.4,3,-15,0.0
Cc1ccc(C(=O)N2CCN(c3ccc(C(F)(F)F)cn3)CC2)cc1,2,-2,-10,91,-1.9,2,-1.4,0,0,0.0
c1ccc2cc(CN3CCOCC3)ccc2c1,20*,1,0,96,0.6,6,-1.4,2,9,-0.1
CN(C(=O)COc1ccc(Oc2ccccc2)cc1)C1CCS(=O)(=O)C1 (stereo not drawn),11,24,2,93,-0.5,18,-0.7,-1,1,0.3
C[C@@H]1CCCCO[C@@H](CN(C)Cc2ccccc2)[C@@H](C)CN([C@H](C)CO)C(=O)c2cc(NC(=O)Nc3cccc4ccccc34)ccc2O1,2,34,1,97,-0.4,8,2.7,-2,11,-0.1
Cc1nc(N)sc1-c1nnc(SCC(=O)Nc2nccs2)n1C,3,7,1,80,-1.8,-12,0.9,1,9,0.1
O=[N+]([O-])c1ccc(NCc2ccccn2)nc1,-4,2,0,99,-1.6,20,-0.8,-1,-2,-0.3
CC12CCC(C(=O)N3CCC(Cc4ccccc4)CC3)(C(=O)C1=O)C2(C)C (stereo not drawn),1,4,6,98,-0.6,3,-0.1,-3,-1,0.1
COCCNc1nc(=S)[nH]c2cc(OC)c(OC)cc12,1,-3,-2,93,1.6,-1,0.9,4,6,0.1
CCOC(=O)CN1C(=O)/C(=C/c2cccc(Br)c2)Oc2ccccc21,4,-2,-10,99,2.1,8,0.0,0,-8,0.0
CC1=NN(c2nc(-c3ccc(C)cc3)cs2)C(=O)C1N=Nc1ccc2ccccc2c1 (stereo not drawn),4,-1,8,97,-2.3,5,-2.1,4,-4,-0.2
O=C(CSc1nnc(COc2ccccc2)n1-c1ccccc1)c1cccs1,-2,0,-3,99,3.6,-2,0.0,-4,-1,0.0
CCC1(CC)NC(=O)N(CC(=O)NCc2ccc3c(c2)OCO3)C1=O,2,-1,9,93,-0.3,20,-1.2,1,-5,0.0
CCOC(=O)C1CCCN(c2c(NCCCN(C)Cc3ccccc3)c(=O)c2=O)C1 (stereo not drawn),-2,-2,11,95,-1.8,2,0.8,0,-1,-0.4
CCOc1ccc(S(=O)(=O)Nc2ccc(C(=O)N/N=C/c3c(C)nn(-c4ccccc4)c3N3CCCC3)cc2)cc1,-6,5,-3,97,-0.5,6,-2.0,-1,-13,0.2
COc1cc(C2Nc3ccc4ccccc4c3C3=C2C(=O)CC(C)(C)C3)ccc1OCC(=O)O (stereo not drawn),-1,0,-2,95,1.9,10,-1.2,1,7,-0.2
C[C@H](CO)N1C[C@H](C)[C@@H](CN(C)Cc2ccncc2)Oc2c(NS(=O)(=O)c3ccc(F)cc3)cccc2C1=O,-4,8,3,102,1.2,14,0.1,1,-1,-0.1
COc1cccc(CNC(=O)c2nnn(CC(=O)Nc3ccc(C)c(C)c3)c2N)c1,1,1,-7,104,-2.0,2,7.8,-1,-1,-0.2
